SRC2 inh: inhibition of GAL4-SRC2 driven luciferase reporter, primary screen, SRC2 inhibitor project, cell-based, luminescence; Nuclear receptor coactivator 2 (Homo sapiens), Q15596; HEK293 GAL4-SRC2 luciferase reporter; inhibition, % at 9 µM; 370,000 tested, 0.17% active; AID 651957, 2012;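 active = inhibition above the mean inhibition of all tested compounds plus 3 SD, set per campaign, cut at about 52% in these data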;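 also: 0% = DMSO treated cells and 100% = cells given Gossypol at 36 µM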
LMP1 NFkB inh: EBV LMP1-driven NF-kappaB luciferase reporter inhibitors, primary screen, cell-based, luminescence, single point; LMP1-induced NF-kappaB luciferase reporter cells; inhibition, % at 12.5 µM; 350,000 tested, 0.69% active; AID 504558, 2011; in the data active = inhibition above about 41%;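 also: 0% = neutral control wells and 100% = reference inhibitor control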
TRAIL sens C8: viability loss with TRAIL in NB7+C8 cells, primary screen, TRAIL sensitizer project, cell-based, ATPlite luminescence; inhibition (viability loss, TRAIL sensitization), % at 10 µM; 360,000 tested, 1% active; AID 624354, 2012;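 active = compounds causing at least 50% loss of cell viability in the single-dose screen, relative to plate controls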
SRC1 inh: SRC1 coactivator transcriptional activity inhibitors, primary screen, cell-based, luminescence. 360,000 tested, 0.12% active. Nuclear receptor coactivator 1 (Homo sapiens), Q15788. HEK293 GAL4-SRC1 luciferase reporter. inhibition, % at 3.6 µM. AID 588354, 2011;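 active = inhibition above the campaign mean plus 3 SD, with each screening campaign given its own cutoff, cut at about 60% in these data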;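 also: 0% = DMSO treated cells and 100% = gossypol at 36 µM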
COUP-TFII inh: NR2F2 transcriptional activity inhibitors, primary screen, cell-based, luciferase reporter, HEK293T, luminescence. COUP transcription factor 2 (Homo sapiens), P24468. HEK293T NGFI-A luciferase reporter. inhibition, % at 8.6 µM. 370,000 tested, 0.7% active;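 active = inhibition above a per-plate cutoff, mean inhibition of test wells between control levels plus 3 SD, cut at about 38% in these data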;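 also: cells cotransfected with COUP-TFII expression vector driving the NGFI-A reporter; 0% = median of COUP-TF2 test wells and 100% = reporter-only cells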
TLR9-MyD88 inh: inhibitors of TLR9-MyD88 association in cells, primary screen, cell-based, CHO, BLA complementation, fluorescence; CCF4 FRET ratio; 340,000 tested, 0.21% active; inhibition, % at 4.98 µM; AID 504734, 2011; Toll-like receptor 9 (Homo sapiens) + Myeloid differentiation primary response protein …;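 active = inhibition above the mean over all tested compounds plus 3 SD, cut at about 21% in these data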;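 also: 0% = DMSO only wells and 100% = clavulanate BLA inhibitor control wells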
TWEAK Fn14 block: inhibitors of TWEAK-Fn14 signaling, primary screen, luciferase reporter cells, uHTS; TWEAK-stimulated Fn14 reporter cells, luciferase luminescence, 8 h; inhibition, % at 10 µM; 360,000 tested, 2% active; AID 1159606, 2016; in the data active = inhibition above about 50%
NR5A2 inv ag: LRH-1 (NR5A2) inverse agonists, primary screen, cell-based, luminescence, HEK293T, StAR-luciferase reporter; 360,000 tested, 0.13% active; LRH-1 transfected, 24 h; inhibition, % at 3.6 µM; Nuclear receptor subfamily 5 group A member 2 (Homo sapiens), O00482;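 active = inhibition above the mean inhibition of all tested compounds plus 3 SD, cut at about 73% in these data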;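 also: 0% = DMSO wells and 100% = reporter-only cells lacking LRH-1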
SRC3 inh: SRC3 coactivator transcriptional activity inhibitors, primary screen, cell-based, luminescence | AID 588352, 2011 | inhibition, % at 3.6 µM | HEK293 GAL4-SRC3 luciferase reporter | Nuclear receptor coactivator 3 (Homo sapiens), Q9Y6Q9 | 360,000 tested, 0.17% active;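 active = inhibition above a per-campaign cutoff, the mean of all compounds plus 3 SD, cut at about 60% in these data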;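 also: 0% = DMSO-treated cells and 100% = gossypol-treated cells at 36 µM; higher means less SRC3-driven luciferase light from the GAL4 reporter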
Target sequence (Q9Y6Q9 whole entry, looked up, the tested form may be a part): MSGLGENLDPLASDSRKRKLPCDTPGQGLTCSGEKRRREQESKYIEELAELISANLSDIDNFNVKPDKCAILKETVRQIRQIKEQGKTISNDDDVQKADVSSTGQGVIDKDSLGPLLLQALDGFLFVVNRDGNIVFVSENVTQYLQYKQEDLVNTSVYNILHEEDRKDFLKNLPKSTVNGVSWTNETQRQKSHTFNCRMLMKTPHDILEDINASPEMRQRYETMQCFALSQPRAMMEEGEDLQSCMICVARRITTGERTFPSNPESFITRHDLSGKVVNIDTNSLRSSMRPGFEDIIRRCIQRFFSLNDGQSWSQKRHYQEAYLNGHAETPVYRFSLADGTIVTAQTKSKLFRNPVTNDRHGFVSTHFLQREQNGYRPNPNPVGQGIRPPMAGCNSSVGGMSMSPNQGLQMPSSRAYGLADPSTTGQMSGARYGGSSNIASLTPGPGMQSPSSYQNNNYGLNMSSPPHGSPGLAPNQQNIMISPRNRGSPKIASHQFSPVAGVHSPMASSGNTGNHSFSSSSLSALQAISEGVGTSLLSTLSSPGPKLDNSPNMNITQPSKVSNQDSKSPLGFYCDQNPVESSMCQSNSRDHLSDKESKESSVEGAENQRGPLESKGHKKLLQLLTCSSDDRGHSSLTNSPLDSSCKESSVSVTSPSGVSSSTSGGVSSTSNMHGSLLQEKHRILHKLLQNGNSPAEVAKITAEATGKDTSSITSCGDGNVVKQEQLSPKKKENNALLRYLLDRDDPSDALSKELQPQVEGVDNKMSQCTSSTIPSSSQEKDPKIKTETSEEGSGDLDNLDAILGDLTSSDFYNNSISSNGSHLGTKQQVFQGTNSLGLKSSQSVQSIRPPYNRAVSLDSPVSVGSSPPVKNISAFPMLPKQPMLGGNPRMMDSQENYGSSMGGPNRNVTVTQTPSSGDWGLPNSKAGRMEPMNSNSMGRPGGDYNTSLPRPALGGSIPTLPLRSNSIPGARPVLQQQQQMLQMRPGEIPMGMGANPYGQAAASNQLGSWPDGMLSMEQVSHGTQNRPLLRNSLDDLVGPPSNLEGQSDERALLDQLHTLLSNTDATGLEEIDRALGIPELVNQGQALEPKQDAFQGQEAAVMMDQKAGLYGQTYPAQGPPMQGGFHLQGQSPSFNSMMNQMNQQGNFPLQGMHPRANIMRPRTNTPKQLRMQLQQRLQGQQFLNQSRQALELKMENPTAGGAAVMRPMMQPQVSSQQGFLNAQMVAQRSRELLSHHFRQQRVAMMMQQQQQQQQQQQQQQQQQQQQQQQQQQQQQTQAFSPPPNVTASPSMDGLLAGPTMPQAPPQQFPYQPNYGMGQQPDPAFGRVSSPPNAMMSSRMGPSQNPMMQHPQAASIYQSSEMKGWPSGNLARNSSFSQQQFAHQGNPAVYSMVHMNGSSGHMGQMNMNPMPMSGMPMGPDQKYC
NOD2 RIPK2 PPI: NOD2-RIPK2 binding disruptors in cells, primary screen, fluorescence, CHO cells, BLA complementation | CCF4 ratio | inhibition, % at 4.98 µM | 360,000 tested, 0.38% active | AID 624267, 2012; in the data active = inhibition above about 21%;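 also: 0% = vehicle only and 100% = reference blocker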
TROY signal inh: inhibitors of TROY-driven NF-kB signaling, primary screen, Q293 LMP1-TROYcd cells, NF-kB luciferase, uHTS | Q293 LMP1-TROYcd NF-kB luciferase reporter, 4 h | inhibition, % at 10 µM | 360,000 tested, 0.98% active;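 active = compounds whose plate-normalised and pattern-corrected inhibition of the luciferase reporter signal at the single screening dose is 50% or more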
Active calls of the source: *. An excerpt; rates above refer to the full screens.

CCn1nc(CC(=O)Nc2nnc(CC(=O)N3CCCC3)s2)c2ccccc2c1=O was read as SRC2 inh -7, LMP1 NFkB inh 0, TRAIL sens C8 20, SRC1 inh -2, COUP-TFII inh 11, TLR9-MyD88 inh 7, TWEAK Fn14 block 6, NR5A2 inv ag 12, SRC3 inh 10, NOD2 RIPK2 PPI -5 and TROY signal inh 0.
`COc1cccc(NC(=O)COc2cc(O)c3c(c2)OC(C)(C)CC3=O)c1` gave SRC2 inh -42, LMP1 NFkB inh -26, TRAIL sens C8 30, SRC1 inh -59, COUP-TFII inh -16, TLR9-MyD88 inh -5, TWEAK Fn14 block -9, NR5A2 inv ag -40, SRC3 inh -32, NOD2 RIPK2 PPI 5 and TROY signal inh -16.
Screening COCCNC(=O)C1(C)CCCN(C(=O)c2cc(OC)c(OC)c(OC)c2)C1 (configuration not stated) returned SRC2 inh 17, TRAIL sens C8 -3, SRC1 inh -2, COUP-TFII inh 10, TWEAK Fn14 block 9, NR5A2 inv ag 12, SRC3 inh -18, NOD2 RIPK2 PPI 0 and TROY signal inh -9.
`O=C(OCc1cncs1)c1ccccc1Cl` gave SRC2 inh -15, LMP1 NFkB inh 3, TRAIL sens C8 -5, SRC1 inh -6, COUP-TFII inh 17, TLR9-MyD88 inh -8, TWEAK Fn14 block -3, NR5A2 inv ag -24, SRC3 inh 8, NOD2 RIPK2 PPI 11 and TROY signal inh 13.
Screening CCC/C(O)=C1\C(=O)CC(c2ccccc2)CC1=NC(C)C(=O)O (configuration not stated) returned SRC2 inh 24, LMP1 NFkB inh 0, TRAIL sens C8 7, SRC1 inh -19, COUP-TFII inh 22, TLR9-MyD88 inh -4, TWEAK Fn14 block -15, NR5A2 inv ag 2, SRC3 inh 16, NOD2 RIPK2 PPI -5 and TROY signal inh -18.
Screening COc1ccc(N=C2SC(CC(=O)Nc3ccc(OC)cc3OC)C(=O)N2C)cc1 (configuration not stated) returned SRC2 inh 6, LMP1 NFkB inh 4, TRAIL sens C8 8, SRC1 inh 4, COUP-TFII inh 23, TLR9-MyD88 inh 1, TWEAK Fn14 block -1, NR5A2 inv ag 13, SRC3 inh 1, NOD2 RIPK2 PPI -2 and TROY signal inh -1.
O=C(NCc1cccnc1)C1CCN(S(=O)(=O)N2CCC3(CC2)OCCO3)CC1 was read as SRC2 inh 16, LMP1 NFkB inh -26, TRAIL sens C8 -7, SRC1 inh -6, COUP-TFII inh -3, TLR9-MyD88 inh -6, TWEAK Fn14 block -3, NR5A2 inv ag -2, SRC3 inh -15, NOD2 RIPK2 PPI -7 and TROY signal inh -1.
O=C(CCN1CCCCC1)Nn1c(=S)[nH]c2ccccc2c1=O was read as SRC2 inh -16, LMP1 NFkB inh -1, TRAIL sens C8 -1, SRC1 inh -1, COUP-TFII inh -3, TLR9-MyD88 inh -8, TWEAK Fn14 block -11, NR5A2 inv ag -4, SRC3 inh -4, NOD2 RIPK2 PPI -17 and TROY signal inh -1.
Screening Cn1ccc2c(N3CCOCC3)cc3c(c21)C1CCC3O1 (configuration not stated) returned SRC2 inh 3, TRAIL sens C8 0, SRC1 inh 8, COUP-TFII inh 2, TWEAK Fn14 block 3, NR5A2 inv ag -1, SRC3 inh -14, NOD2 RIPK2 PPI 3 and TROY signal inh -2.
`Cc1ccc(C(=O)OCC(=O)Nc2cccc(S(=O)(=O)N3CCCCC3)c2)o1` gave SRC2 inh 19, LMP1 NFkB inh -7, TRAIL sens C8 2, SRC1 inh -15, COUP-TFII inh -3, TLR9-MyD88 inh -19, TWEAK Fn14 block 6, NR5A2 inv ag -22, SRC3 inh -10, NOD2 RIPK2 PPI -5 and TROY signal inh -14.
`O=C(CSc1nnc(-c2ccc(F)cc2)o1)N1CCCC1` gave SRC2 inh -22, LMP1 NFkB inh -15, TRAIL sens C8 -22, SRC1 inh -47, COUP-TFII inh -36, TLR9-MyD88 inh 3, TWEAK Fn14 block 37, NR5A2 inv ag -42, SRC3 inh -31, NOD2 RIPK2 PPI -19 and TROY signal inh -19.
O=C(Nc1nc2c(Br)cc(Br)cc2c(=O)s1)c1ccco1 was read as SRC2 inh -10, LMP1 NFkB inh -4, TRAIL sens C8 -4, SRC1 inh -12, COUP-TFII inh 4, TLR9-MyD88 inh -5, TWEAK Fn14 block 62*, NR5A2 inv ag 6, SRC3 inh 20, NOD2 RIPK2 PPI -7 and TROY signal inh 4.

Grouped by structure: the entries above with a furan ring, fused or not
`Cc1ccc(C(=O)OCC(=O)Nc2cccc(S(=O)(=O)N3CCCCC3)c2)o1` gave SRC2 inh 19, LMP1 NFkB inh -7, TRAIL sens C8 2, SRC1 inh -15, COUP-TFII inh -3, TLR9-MyD88 inh -19, TWEAK Fn14 block 6, NR5A2 inv ag -22, SRC3 inh -10, NOD2 RIPK2 PPI -5 and TROY signal inh -14.
O=C(Nc1nc2c(Br)cc(Br)cc2c(=O)s1)c1ccco1 was read as SRC2 inh -10, LMP1 NFkB inh -4, TRAIL sens C8 -4, SRC1 inh -12, COUP-TFII inh 4, TLR9-MyD88 inh -5, TWEAK Fn14 block 62*, NR5A2 inv ag 6, SRC3 inh 20, NOD2 RIPK2 PPI -7 and TROY signal inh 4.

Further compounds:
For COc1ccc(CCNC(=O)c2ccc(CS(=O)(=O)c3ccc(Cl)cc3)o2)cc1OC the results were SRC2 inh 15, LMP1 NFkB inh 13, TRAIL sens C8 1, SRC1 inh 11, COUP-TFII inh 49*, TLR9-MyD88 inh -8, TWEAK Fn14 block 26, NR5A2 inv ag 31, SRC3 inh 25, NOD2 RIPK2 PPI 0 and TROY signal inh 29.
For COc1cc(/C=N\NC(=O)c2ccc(C)nc2)ccc1OC(=O)c1cccc(F)c1 the results were SRC2 inh -6, LMP1 NFkB inh 0, TRAIL sens C8 10, SRC1 inh 2, COUP-TFII inh 3, TLR9-MyD88 inh -3, TWEAK Fn14 block 72*, NR5A2 inv ag -16, SRC3 inh -18, NOD2 RIPK2 PPI -1 and TROY signal inh 15.
For Cc1ccc(NC(=O)c2ccc(Cl)c(S(=O)(=O)N3CCCC3)c2)nc1 the results were SRC2 inh -6, LMP1 NFkB inh 8, TRAIL sens C8 -14, SRC1 inh -25, COUP-TFII inh 13, TLR9-MyD88 inh -4, TWEAK Fn14 block 0, NR5A2 inv ag -35, SRC3 inh -19, NOD2 RIPK2 PPI -4 and TROY signal inh -24.
For COC(=O)c1cccc(C(=O)N2CCCC(C(=O)c3cc(F)ccc3F)C2)c1 (configuration not stated) the results were SRC2 inh 12, LMP1 NFkB inh -4, TRAIL sens C8 12, SRC1 inh 4, COUP-TFII inh -5, TLR9-MyD88 inh 8, TWEAK Fn14 block -1, NR5A2 inv ag 19, SRC3 inh 9, NOD2 RIPK2 PPI -4 and TROY signal inh -14.
Screening O/N=C\c1cnc(N2CCN(c3ccccc3)CC2)s1 returned SRC2 inh 2, LMP1 NFkB inh -25, TRAIL sens C8 -6, SRC1 inh -55, COUP-TFII inh -27, TLR9-MyD88 inh -3, TWEAK Fn14 block 2, NR5A2 inv ag -63, SRC3 inh -68, NOD2 RIPK2 PPI -1 and TROY signal inh -22.
`CN(C)CCCn1cnc2c(c1=N)C(c1ccccc1)c1ccc3ccccc3c1O2` (configuration not stated) gave SRC2 inh -60, LMP1 NFkB inh -76, TRAIL sens C8 71*, SRC1 inh -6, COUP-TFII inh -32, TLR9-MyD88 inh -2, TWEAK Fn14 block -85, NR5A2 inv ag 2, SRC3 inh 1, NOD2 RIPK2 PPI 11 and TROY signal inh -29.
CCOC(=O)C1=C(C)NC(=O)NC1c1ccc(OC(=O)c2ccco2)c(OC)c1 (configuration not stated) was read as SRC2 inh -4, LMP1 NFkB inh 5, TRAIL sens C8 1, SRC1 inh -19, COUP-TFII inh -24, TLR9-MyD88 inh -2, TWEAK Fn14 block -19, NR5A2 inv ag 18, SRC3 inh 18, NOD2 RIPK2 PPI -7 and TROY signal inh 3.
For O=C(C[C@H]1C=C[C@@H](NC(=O)Cc2cccnc2)[C@@H](CO)O1)NCc1ccc2c(c1)OCO2 the results were SRC2 inh 13, TRAIL sens C8 -26, COUP-TFII inh -5, NR5A2 inv ag 4 and NOD2 RIPK2 PPI 2.
Cc1ccc(NC(=O)c2c([N+](=O)[O-])c(C(C)(C)C)nn2C)c(C)c1 was read as SRC2 inh 7, LMP1 NFkB inh 1, TRAIL sens C8 -4, SRC1 inh 0, COUP-TFII inh -4, TLR9-MyD88 inh -4, TWEAK Fn14 block 9, NR5A2 inv ag -1, SRC3 inh 16, NOD2 RIPK2 PPI -15 and TROY signal inh 7.
For CC(=O)NS(=O)(=O)c1ccc(NC(=O)CCC(=O)Oc2ccc(C)cc2)cc1 the results were SRC2 inh 4, LMP1 NFkB inh -5, TRAIL sens C8 18, SRC1 inh 8, COUP-TFII inh -3, TLR9-MyD88 inh -10, TWEAK Fn14 block 7, NR5A2 inv ag -2, SRC3 inh 16, NOD2 RIPK2 PPI -4 and TROY signal inh -4.
CCOc1ccc(NC(=O)C2CCCN(c3c(CC)c(C)nc4ncnn34)C2)cc1 (configuration not stated) was read as SRC2 inh 2, LMP1 NFkB inh 10, TRAIL sens C8 15, SRC1 inh 5, COUP-TFII inh 3, TLR9-MyD88 inh 3, TWEAK Fn14 block -14, NR5A2 inv ag 15, SRC3 inh -2, NOD2 RIPK2 PPI -9 and TROY signal inh 1.
For c1ccc2c(c1)oc1c(N3CCOCC3)ncnc12 the results were SRC2 inh -101, LMP1 NFkB inh -20, TRAIL sens C8 3, SRC1 inh -25, COUP-TFII inh -15, TLR9-MyD88 inh -4, TWEAK Fn14 block -23, NR5A2 inv ag 2, SRC3 inh -16, NOD2 RIPK2 PPI -7 and TROY signal inh 0.
`COc1ccc(-c2nc(CC(=O)O)cs2)cc1` gave SRC2 inh -24, LMP1 NFkB inh -10, TRAIL sens C8 17, SRC1 inh -12, COUP-TFII inh -6, TLR9-MyD88 inh -15, TWEAK Fn14 block 0, NR5A2 inv ag -5, SRC3 inh 11, NOD2 RIPK2 PPI 1 and TROY signal inh -4.
